Screening data: PubChem, several laboratories
CatB mixtures: human cathepsin B inhibition by mixtures. P07858. inhibition, %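 (ten-compound pools at 5 µM per compound and 50 µM total)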. actives 0.06% (n = 62,000). AID 488. Purified cathepsin B, AMC dipeptide fluorescence, compound mixtures; in the data active = inhibition above about 22%, passing the limit was not always enough;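 note: 0% = enzyme without compound and 100% = no enzyme blank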
C1s inh: blocks human complement C1s protease activity; P09871; purified C1s, fluorogenic AMC substrate, pooled mixtures; mean inhibition % of two 10-compound mixtures (active compounds read high), % at 5 µM (by protocol); actives 0.16% (n = 62,000); AID 538;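 active = inhibition above 20% in each of the two 10-compound mixture wells holding the compound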;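 note: 0% = enzyme wells lacking compound mixture and 100% = no-enzyme blank wells; some compounds called inactive have numbers as strong as hits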
Her2 expr inh: lowers expression of human Her2 kinase; AID 645; HER2 level % of control, % at 10 µM; SKBR-3 HER2 protein level, AlphaScreen, 18-24 h; active compounds read low; actives 0.69% (n = 65,000); P04626;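 active = HER2 level under 5% of the carrier-only control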;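 note: 100% = DMSO carrier and 0% = 500 nM PU-H71 HSP90 inhibitor; lower value means stronger loss of Her2 protein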
CatG inh: inhibitors of human cathepsin G; actives 0.2% (n = 62,000); purified enzyme, AMC-tetrapeptide fluorescence, pooled mixtures; P08311; inhibition, % at 5 µM (by protocol);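 active = inhibition above 20% in each of the two mixture wells holding the compound; inactive = inhibition of 20% or less in either well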;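 note: 0% = enzyme control without mixture and 100% = blank lacking enzyme; strong numbers were not always called active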
Target sequence (P08311 21-244 limits assumed): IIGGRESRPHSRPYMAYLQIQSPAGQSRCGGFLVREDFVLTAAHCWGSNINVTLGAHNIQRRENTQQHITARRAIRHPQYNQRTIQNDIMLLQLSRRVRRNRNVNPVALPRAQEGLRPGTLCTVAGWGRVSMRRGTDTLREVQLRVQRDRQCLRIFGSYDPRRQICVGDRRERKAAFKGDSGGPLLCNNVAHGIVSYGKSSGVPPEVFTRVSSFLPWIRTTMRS
CatS inh: blocks human cathepsin S protease activity. P25774. recombinant cathepsin S, AMC dipeptide fluorescence, pooled mixtures. inhibition, %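 (tested at 5 µM per compound within 10-compound mixtures)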. actives 0.06% (n = 62,000); in the data active = inhibition above about 32%, passing the limit was not always enough;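 note: 0% = enzyme without compound and 100% = blank without enzyme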
Target sequence (P25774 115-331 limits assumed): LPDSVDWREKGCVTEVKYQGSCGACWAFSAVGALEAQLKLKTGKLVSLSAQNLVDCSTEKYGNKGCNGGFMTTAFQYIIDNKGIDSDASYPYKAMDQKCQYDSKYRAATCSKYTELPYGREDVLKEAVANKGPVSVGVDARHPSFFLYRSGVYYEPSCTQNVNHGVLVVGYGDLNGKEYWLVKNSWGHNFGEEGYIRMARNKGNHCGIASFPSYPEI
CatL block: inhibitors of human cathepsin L; actives 0.17% (n = 58,000); purified cathepsin L, fluorogenic substrate, fluorescence; inhibition, %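 (tested at 10 µM)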; in the data active = inhibition above about 45%;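 note: 0% = enzyme with no compound and 100% = no enzyme blank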
Target sequence (P07711 114-288 limits assumed): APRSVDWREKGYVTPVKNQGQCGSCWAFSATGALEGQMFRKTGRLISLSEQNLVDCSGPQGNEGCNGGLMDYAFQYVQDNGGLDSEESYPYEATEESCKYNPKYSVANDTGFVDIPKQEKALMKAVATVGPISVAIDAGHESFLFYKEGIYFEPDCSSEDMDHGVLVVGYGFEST
Target sequence (P07711 292-333 limits assumed): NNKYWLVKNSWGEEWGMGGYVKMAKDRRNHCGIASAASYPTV
PKA inh: inhibitors of human protein kinase A; PKA Kemptide phosphorylation, Kinase-Glo ATP luminescence; inhibition, % at 6 µM; actives 0.1% (n = 65,000);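 active = inhibition above the screen-wide mean inhibition plus 3 SD, cut at about 21% in these data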; note: many of its hits are not listed in these tables
ROCK2 blocker: inhibitors of human Rho kinase 2; actives 0.35% (n = 60,000); inhibition, % at 6 µM; purified ROCK2, Kinase-Glo ATP depletion luminescence; O75116;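 active = inhibition above the screen-wide mean inhibition plus 3 SD, cut at about 18% in these data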;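 note: plate controls were DMSO wells for no effect and Y-27632 control wells after no-enzyme background subtraction for full effect; many of its hits are not listed in these tables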
CatB inh: human cathepsin B inhibition; P07858; AID 453; inhibition, %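 (tested at 10 µM)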; purified cathepsin B, fluorogenic substrate, fluorescence; actives 0.1% (n = 63,000); in the data active = inhibition above about 21%;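 note: 0% = enzyme with no compound and 100% = no enzyme blank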
* hit, by the source's call; . = no result given. This is a subset; count on the stated rates, not on these rows.

CatB mixtures,C1s inh,Her2 expr inh,CatG inh,CatS inh,CatL block,PKA inh,ROCK2 blocker,CatB inh,molecule
.,.,117.5,.,.,6.5,4.1,8.9,-4.2,COc1cc(N2CCCC2)c(OC)cc1/C=c1/sc2nc3ccccc3n2c1=O
1.3,-13.8,60.2,-7.2,23.8,3.9,3.8,-1.1,2.9,Cc1ccc2c(c1)N(CCCC(=O)NCc1ccc3c(c1)OCO3)C(=O)CO2
.,.,87.6,.,.,16.6,5.8,9.1,6.6,CCCCN1C(=O)C(O)=C(C(C)=O)C1c1ccc(OC)cc1OC (stereo not given)
-0.5,6.0,122.0,-1.3,4.7,17.1,10.2,3.5,-1.1,CCOc1ccc(CC(=O)C2C(=O)CCCC2=O)cc1OCC
5.2,16.1,102.5,8.9,-1.8,0.0,8.3,5.8,3.5,Cc1ccc(C)c(N2CCN(C(=O)c3cc4ccccc4oc3=O)CC2)c1
.,.,149.1,.,.,1.5,3.7,7.5,0.7,CCOC(=O)c1c(SC)nc(SC)c2c1CCC2
3.0,0.1,71.1,8.1,-3.0,5.8,3.8,5.8,2.7,CC(=O)NC(CCS(C)(=O)=O)C(=O)Nc1ccccc1Cl (stereo not given)
3.8,-3.0,86.4,10.2,10.0,8.1,2.5,2.0,5.2,CN(c1ccccc1C(=O)NCc1ccco1)S(C)(=O)=O
-3.7,-21.7,87.5,-2.7,2.5,15.8,-2.6,-14.5,-0.2,O=C(Nc1ccccc1N1CCCC1)c1cc2ccccc2o1
-3.9,4.9,54.4,2.9,-0.2,16.1,12.2,6.2,0.7,Cc1occc1-c1nnc(SCC(=O)NCc2ccc3c(c2)OCO3)n1CC(C)C
3.6,3.6,84.7,1.3,11.5,1.9,9.7,6.5,2.9,O=C(O)c1cc2nc(-c3ccc(F)cc3)cc(C(F)(F)F)n2n1
1.9,-2.3,-28.0*,-0.9,3.9,-2.5,9.7,6.8,-1.9,CCOC(=O)c1c(-c2cccs2)csc1NC(=O)c1ccco1
1.5,-1.1,95.2,5.5,17.1,-7.7,4.7,4.4,-1.1,NC(=O)C1CCN(C(=O)c2cc3ccccn3n2)CC1
-3.5,0.3,76.2,0.4,0.0,.,-4.3,-0.3,.,CS(=O)(=O)N(Cc1ccccc1)c1ccc(C(=O)NC2CCCCC2O)cc1 (stereo not given)
1.3,-57.2,87.6,2.4,-2.6,5.1,6.3,5.8,3.8,COc1cccc2cc(C(=O)NC(C)C3CCCO3)c(=O)oc12 (stereo not given)
2.9,11.3,92.3,12.8,2.9,21.4,10.0,6.9,2.9,CC(C)n1c(Nn2cnnc2)nc2ccccc21
1.6,-29.0,114.7,-7.9,-10.2,1.7,10.4,4.1,0.5,CCCC(=O)Nc1ccc(NC(=O)C23CC4CC(CC(C4)C2)C3)cn1
1.3,12.0,93.3,8.1,-5.9,8.3,8.4,5.5,3.2,CCCCCN(C(=O)NC(=O)Nn1cnnc1)S(C)(=O)=O
-2.6,3.5,94.0,9.0,-0.4,2.5,6.8,6.1,2.9,CCOc1cc(S(=O)(=O)n2nc(C)cc2C)ccc1F
1.2,-1.8,94.6,-3.4,-5.1,3.6,11.0,0.8,2.9,COCCn1c(SCc2ccc(C(=O)OC)o2)nc2cc(Cl)ccc2c1=O
1.6,11.5,102.4,7.7,-4.3,-4.7,11.4,6.6,-0.8,Cn1c(Br)nc2c1c(=O)n(CC(O)COc1ccccc1)c(=O)n2C (stereo not given)
-2.8,-77.3,89.8,-15.8,-15.8,-1.6,11.5,5.1,4.4,O=C(CCc1nc(-c2ccccc2)no1)N1CCCC1
0.2,-14.0,155.6,-10.6,-1.7,-5.1,1.6,-1.5,0.3,O=C1CC(c2ccc(F)cc2)Cc2nc(NCc3ccco3)ncc21 (stereo not given)
0.7,12.3,62.6,5.7,-4.8,13.1,-0.5,.,5.6,Cc1ccc(Nc2c3c(nc4ncnn24)CCC3)cc1
0.1,13.1,56.9,28.3,-1.7,18.6,7.3,-5.8,3.4,c1ccc2c(c1)CCN(c1nc3cc4c(cc3s1)OCCO4)C2
4.1,-4.5,114.1,-10.3,-3.8,3.4,0.8,0.1,7.0,COc1ccc(C)cc1S(=O)(=O)N(CC(=O)O)c1ccc(F)cc1
-1.4,-24.0,61.6,5.3,-6.2,.,3.9,8.9,2.0,Cc1ccc2c(c1)-c1ccccc1S(=O)(=O)N2
5.2,9.9,.,3.2,10.3,11.7,8.8,.,5.6,CCC(C)(C(=O)NC1CCCC1)N(Cc1cccs1)C(C)=O (stereo not given)
-2.4,-15.5,46.5,2.1,1.4,23.1,9.5,7.8,0.0,Cc1ccc2c(c1)[nH]c1c(=O)n(CCN3CCCCC3)cnc12
0.5,-2.2,66.7,6.6,3.0,.,10.2,3.1,-0.2,COc1cccc2cc3c(=O)n(-c4ccccc4)nc-3oc12
0.3,-3.1,83.2,0.5,4.4,7.2,11.2,7.1,0.8,Cn1cc(CNC(=O)C2CCCCC2)cn1
.,.,94.1,.,.,-2.7,5.9,1.7,1.8,Cn1c(OCc2cccnc2)nc2c1c(=O)n(Cc1ccc(Br)cc1)c(=O)n2C
0.7,9.0,95.6,8.7,-7.3,-18.3,5.1,0.3,1.6,COc1ccc(C2C(C(C)=O)=C(O)C(=O)N2CCc2ccccc2)c(OC)c1 (stereo not given)
3.5,-5.7,92.2,-2.2,-8.5,-9.6,-4.6,-1.5,-4.2,CCOC(=O)CCc1c(C)n(CC)c2ncnn2c1=O
3.9,12.5,94.0,9.8,-3.9,8.0,7.3,2.8,6.0,CCOC(=O)Cc1nnc(NC(=O)c2ccccc2OC)s1
2.8,-6.7,98.7,-10.1,4.4,10.9,4.5,-3.0,4.8,O=C(CSc1nc2ccccc2c(=O)[nH]1)c1cccs1
6.0,3.8,84.7,11.2,8.9,-0.2,-1.7,0.1,-1.8,O=c1c2nnn(Cc3ccc(Cl)cc3)c2ncn1Cc1ccc(F)cc1
.,.,111.5,.,.,9.2,2.7,10.0,2.0,CCNC(=O)Nn1c(C)nnc1C
-4.7,18.1,90.2,16.2,5.8,12.3,5.5,-1.2,7.2,Cn1c(SCC(=O)Nc2ccccc2-c2ccccc2)nnc1-c1ccco1
-1.7,15.8,100.5,9.7,3.5,16.1,7.4,.,-1.1,CCN(CC(=O)Nc1ccc2c(c1)OCCO2)C(=O)C1CCCCC1
8.1,3.3,77.8,3.3,-1.8,-3.8,0.9,1.1,0.9,O=C(CCN1CCN(C(=O)c2ccco2)CC1)Nc1ccc(F)cc1
3.5,1.8,94.7,-3.3,-0.5,8.6,-1.5,0.4,-5.0,O=C(c1cccc(COCC(F)(F)C(F)F)c1)N1CCN(c2ccccc2)CC1
1.7,-26.4,91.4,-9.2,12.4,.,8.0,0.8,5.1,CCn1c(=O)cc(OCC(=O)N2CCCC2)c2ccccc21
7.1,3.2,88.3,2.4,-2.2,-4.5,4.5,9.4,-3.8,N#CC1=C(SCC(=O)Nc2cccc3cccnc23)NC(=O)C(C#N)C12CCCCC2 (stereo not given)
-8.8,-41.8,92.7,4.0,9.5,4.1,9.8,-6.5,2.9,Cc1cccc(-n2ncc3c(N(CCO)CCO)ncnc32)c1
1.8,8.6,88.5,-3.9,1.8,15.0,10.3,7.7,0.5,Cc1ccc(-c2nc(=S)c3c(n2CCN2CCOCC2)CC(C)(C)OC3)cc1
4.1,11.8,104.7,4.5,11.3,14.0,3.0,0.3,2.7,CSc1ncc(Cl)c(C(=O)Nc2ccc(S(=O)(=O)N3CCOCC3)cc2)n1
2.7,15.4,69.0,10.8,0.2,-2.6,3.3,2.2,2.9,CC(c1ccco1)N(C(=O)CSc1ccc(Br)cc1)c1ccccn1 (stereo not given)
5.6,-22.2,109.7,-1.4,7.6,1.9,-1.8,.,4.1,CC(C)(C)n1nc2c(c1NC(=O)c1ccc(S(=O)(=O)N3CCCC3)cc1)CSC2
5.6,5.6,64.2,9.5,-19.3,3.0,-5.0,4.8,3.4,COCCCNC(=O)CCc1nc(-c2ccccc2Cl)no1
-0.3,-51.7,95.5,-49.2,-2.0,3.6,8.6,-1.0,4.7,CCOC(=O)c1ccccc1NC(=O)c1ccc(NS(C)(=O)=O)cc1
-2.0,15.1,102.1,9.8,-0.8,16.9,0.8,3.0,2.5,COC(=O)C(C)NC(=O)C1CCCN1S(=O)(=O)c1cc(C)c(Cl)cc1C (stereo not given)
-1.4,-111.8,97.8,-13.8,-21.2,10.9,5.4,8.5,-1.3,O=C(Oc1ccc2ccccc2c1)c1ccco1
6.4,4.8,91.3,9.3,-4.2,3.2,1.4,.,4.6,O=S(=O)(c1cccc(S(=O)(=O)N2CCC(N3CCCCC3)CC2)c1)N1CCOCC1
2.6,-17.8,95.1,8.5,7.0,10.4,7.3,1.4,5.4,Cc1cccc(-c2nsc(SCC(=O)NCc3ccco3)n2)c1
40.1,-77.3,113.0,1.1,32.9,14.2,0.5,2.5,-0.2,Cc1ccc(S(=O)(=O)N(C)CC(=O)NC2CCCC2)cc1

Quoted at random: two entries already listed
CatB mixtures,C1s inh,Her2 expr inh,CatG inh,CatS inh,CatL block,PKA inh,ROCK2 blocker,CatB inh,molecule
40.1,-77.3,113.0,1.1,32.9,14.2,0.5,2.5,-0.2,Cc1ccc(S(=O)(=O)N(C)CC(=O)NC2CCCC2)cc1
6.4,4.8,91.3,9.3,-4.2,3.2,1.4,.,4.6,O=S(=O)(c1cccc(S(=O)(=O)N2CCC(N3CCCCC3)CC2)c1)N1CCOCC1

Back to the main list, starting two compounds before the break.
CatB mixtures,C1s inh,Her2 expr inh,CatG inh,CatS inh,CatL block,PKA inh,ROCK2 blocker,CatB inh,molecule
2.6,-17.8,95.1,8.5,7.0,10.4,7.3,1.4,5.4,Cc1cccc(-c2nsc(SCC(=O)NCc3ccco3)n2)c1
40.1,-77.3,113.0,1.1,32.9,14.2,0.5,2.5,-0.2,Cc1ccc(S(=O)(=O)N(C)CC(=O)NC2CCCC2)cc1
-1.0,-37.1,118.9,-20.3,36.0,15.5,-3.3,-6.2,7.7,CC1CCCc2sc3nc(N4CCN(CCO)CC4)n4ncnc4c3c21 (stereo not given)
-0.9,-63.4,85.8,0.7,-2.1,28.2,6.8,5.7,5.4,CC(C)Oc1ccc(C(=O)NCc2cccnc2)cc1
-5.1,0.7,91.5,1.5,4.2,0.7,3.1,2.0,-6.3,CCN(CC(=O)Nc1ccc2c(c1)OCCO2)Cc1cc(=O)oc2cc(C)c(C)cc12
2.8,3.7,103.7,0.2,0.6,-7.3,-2.4,5.0,-3.4,Clc1ccc(OCc2nn3c(-c4ccncc4)nnc3s2)cc1
3.9,13.5,117.3,5.3,-6.9,-54.5,6.5,-1.7,1.8,Cc1nn2c(-c3ccccc3)c(-c3ccccc3)nc2[nH]c1=O
-9.0,-3.0,83.5,6.6,2.6,-8.4,-1.5,2.6,2.2,C[N+]12CCC(CC1)C(OC(=O)C(O)(c1ccccc1)c1ccccc1)C2 (stereo not given)
-0.7,12.4,70.8,9.0,-1.1,9.6,10.8,9.2,1.8,CCOC(=O)c1c(-c2ccc(C)o2)csc1NC(=O)CSc1nncs1
-0.8,15.0,75.6,8.8,-6.5,-2.8,3.4,6.1,0.9,CC(=O)N1c2ccccc2C(C)CC12CCCCC2 (stereo not given)
1.9,42.4,116.2,21.6,13.5,.,-0.5,1.6,2.2,CCCCN(C)C(=O)c1cn(CC)c2ccc(S(=O)(=O)N(C)C)cc2c1=O
3.6,13.0,93.6,9.6,0.0,-1.9,10.1,6.2,2.8,CCCc1ccc(Oc2cn[nH]c2-c2ccc(O)cc2O)cc1
-3.5,1.1,94.8,1.4,0.2,-9.5,1.3,0.7,-3.6,CCCOc1ccc(N2C(=O)CC(N3CCN(C(=O)c4ccco4)CC3)C2=O)cc1 (stereo not given)
3.5,8.2,97.0,6.9,-3.4,-3.1,4.5,1.1,1.6,O=C(Nc1ccc(Cl)c(Cl)c1)Nc1cc(C(=O)N2CCOCC2)ccc1N1CCCCC1
